Screening results deposited in PubChem BioAssay by several laboratories.
TbMetRS inhib = Trypanosoma brucei MetRS inhibition | purified T. brucei MetRS, ATP depletion, Kinase-Glo luminescence | inhibition, % at 11.9 µM | hit rate 0.4% among 360,000;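 active = inhibition above a per-plate cutoff of the control wells' mean inhibition plus 3 SD, cut at about 5.5% in these data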;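 note: 0% = DMSO wells median and 100% = median of wells with control inhibitor compound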
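Test system: purified T. brucei MetRS enzyme. Also added: ATP, methionine and E. coli bulk tRNA substrates. Compound: 11.9 µM single point. Schedule: 15 min enzyme-compound preincubation, 2 h reaction, 10 min detection, 25 °C. Signal: luciferase luminescence of residual ATP, Kinase-Glo. Evaluation: percent inhibition versus plate control medians. Controls: DMSO wells, low control.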
MsrA act = activates bovine MsrA enzyme. purified bovine MsrA, absorbance read-out. hit rate 0.3% among 360,000. activation, % at 10.6 µM. AID 602163; in the data active = activation above about 7.5%;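 note: 0% = vehicle and 100% = reference activator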
MsrA inh = bovine MsrA inhibition; purified bovine MsrA, absorbance read-out; inhibition, % at 15.5 µM; hit rate 0.75% among 360,000; AID 651718; in the data active = inhibition above about 4.5%;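 note: 0% = vehicle wells with enzyme and 100% = reference inhibitor wells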
LMPTP block = LMPTP (human) inhibition; P24666; hit rate 0.22% among 360,000; inhibition, % at 20 µM; recombinant LMPTP-A, OMFP fluorogenic substrate, fluorescence intensity; AID 651560;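 active = compounds that cut the enzyme signal by at least half of the control window in the single-dose screen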;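 note: plate controls were DMSO wells with enzyme plus substrate for no effect and substrate without enzyme for full effect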
Target sequence (P24666 whole entry, looked up): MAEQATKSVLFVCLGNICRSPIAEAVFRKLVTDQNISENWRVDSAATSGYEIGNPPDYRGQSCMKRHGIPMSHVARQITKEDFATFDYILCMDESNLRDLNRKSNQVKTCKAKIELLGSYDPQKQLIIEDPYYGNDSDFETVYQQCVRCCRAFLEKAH
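Assay system: LMPTP-A, protein tyrosine phosphatase of low molecular weight / Medium: pH 6.0 Bis-Tris buffer with DTT and Triton X-100 / Schedule: 50 min enzyme reaction at room temperature, protected from light / Measured by: endpoint fluorescence intensity from OMFP dephosphorylation / Read-out basis: % inhibition relative to no-enzyme and uninhibited control wells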
Scp-1 inhibitor = Scp-1 (human) phosphatase inhibition | Q9GZU7 | Recombinant Scp1, phosphopeptide, malachite green phosphate absorbance | inhibition, % at 20 µM | hit rate 0.88% among 340,000;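 active = inhibition above about 50% at 20 µM, limit read from the data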;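 note: plate controls were DMSO wells with enzyme for no effect and wells lacking enzyme for full effect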
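assay system = SCP-1 phosphatase catalytic domain, residues 76-261 | buffer or medium = 50 mM Tris acetate pH 5.5, 0.005% Tween-20, 10 mM MgCl2 | incubation = enzyme reaction 45 min at room temperature, colour 5 min, stabilisation 30 min | signal = Phosphate-binding colour reagent, absorbance read at 630 nm | measure = % inhibition at 20 µM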
SUMO1-SIM PPI = alters human SUMO1 binding to SIM partners; SUMO1 binding to a labelled peptide, TR-FRET, 1 h; inhibition, % at 20 µM; P63165; hit rate 0.33% among 360,000; in the data active = inhibition above about 37%
DNMT1 inh = inhibitors of human DNMT1; hit rate 0.83% among 360,000; inhibition (reported as % activation of signal), % at 10 µM; DNMT1 molecular beacon, Hinp1I cleavage, fluorescence; AID 588458; in the data active = inhibition above about 50%
STEP block = inhibitors of human striatal-enriched phosphatase STEP. AID 588621. recombinant STEP, OMFP fluorogenic substrate, fluorescence. inhibition, % at 20 µM. P54829. hit rate 0.25% among 360,000;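 active = inhibition at 20 µM, scaled per plate between control wells, above about 37%, limit read from the data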;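 note: 0% = DMSO with enzyme and substrate and 100% = substrate only without enzyme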
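Assay system: isolated STEP enzyme / Timing: 20 min at room temperature, dark / Doses: 20 µM, 1% DMSO / Technique: fluorescence intensity, excitation 480 nm, emission 540 nm / Reagent: fluorogenic phosphatase substrate OMFP at 25 µM final / Measure: percent inhibition scaled to no-enzyme and uninhibited-enzyme controls, plate-pattern corrected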
NRP1-CendR mod = NRP-1/CendR interaction modulation | FAM-RPARPAR peptide binding to NRP-1, fluorescence polarization | hit rate 0.85% among 360,000 | inhibition, % at 25 µM | O14786;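 active = inhibition or corrected inhibition above about 18%, plus a signal ratio from 0.5 to 1.5, limit read from the data, passing the limit was not always enough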; note: strong numbers were not always called active
Target sequence (O14786 whole entry, looked up): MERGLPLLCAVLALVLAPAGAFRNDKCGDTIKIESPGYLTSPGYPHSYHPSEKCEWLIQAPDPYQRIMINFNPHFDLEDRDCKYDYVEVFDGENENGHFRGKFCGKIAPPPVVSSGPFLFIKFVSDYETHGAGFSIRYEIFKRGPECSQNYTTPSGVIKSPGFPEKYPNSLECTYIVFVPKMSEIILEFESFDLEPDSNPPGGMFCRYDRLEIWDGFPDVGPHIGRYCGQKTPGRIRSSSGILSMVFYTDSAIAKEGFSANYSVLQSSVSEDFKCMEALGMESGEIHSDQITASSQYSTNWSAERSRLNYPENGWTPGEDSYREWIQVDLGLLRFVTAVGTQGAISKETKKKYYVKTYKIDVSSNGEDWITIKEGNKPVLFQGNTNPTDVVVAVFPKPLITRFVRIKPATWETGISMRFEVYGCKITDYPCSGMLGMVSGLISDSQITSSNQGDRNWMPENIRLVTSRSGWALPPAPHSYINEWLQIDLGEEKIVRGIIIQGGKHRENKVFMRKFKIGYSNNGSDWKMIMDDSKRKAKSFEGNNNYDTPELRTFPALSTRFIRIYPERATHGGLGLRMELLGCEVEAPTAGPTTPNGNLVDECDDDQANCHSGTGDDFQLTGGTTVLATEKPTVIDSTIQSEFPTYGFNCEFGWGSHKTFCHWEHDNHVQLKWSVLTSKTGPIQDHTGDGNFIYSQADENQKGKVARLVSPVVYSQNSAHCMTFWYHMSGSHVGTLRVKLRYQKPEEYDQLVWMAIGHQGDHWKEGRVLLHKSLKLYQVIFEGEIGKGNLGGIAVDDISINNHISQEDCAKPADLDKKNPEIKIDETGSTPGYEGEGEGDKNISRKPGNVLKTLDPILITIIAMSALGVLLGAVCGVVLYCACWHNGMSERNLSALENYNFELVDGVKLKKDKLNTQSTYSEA
eLon inh = inhibitors of E. coli Lon protease; inhibition, % at 7.94 µM; P0A9M0; purified E. coli Lon protease, fluorescence polarization; hit rate 0.42% among 360,000; in the data active = inhibition above about 13%, passing the limit was not always enough;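 note: 0% = enzyme with probe and DMSO and 100% = no enzyme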
Starred values were filed as active, the others as inactive; x = not tested or not shown.

SMILES	TbMetRS inhib	MsrA act	MsrA inh	LMPTP block	Scp-1 inhibitor	SUMO1-SIM PPI	DNMT1 inh	STEP block	NRP1-CendR mod	eLon inh
Cc1ccc(-c2cc(=O)[nH]c3ccccc23)cc1	-0.7	-3	1.5	2.4	-12	2	2	0	-12	0
Cc1ccccc1Cn1nnc(-c2ccc(F)cc2)n1	-1.2	-3	1.0	0.6	-11	1	2	1	8	-11
COc1ccc(NC(=O)CSc2nc3ccccc3c(=O)n2CCNC(C)=O)cc1	-0.1	-1	-0.2	0.8	0	1	2	-1	-7	6
COc1ccccc1C1CCN(Cc2ccc(Cl)cc2Cl)CC1	0.5	0	-0.7	0.0	-5	10	0	-3	2	5
Nc1[nH]ncc1N=Nc1ccc(Cl)cc1	0.2	-4	1.8	-0.6	-6	-22	-6	-4	2	-4
NC(=O)CCc1c[nH]c2ccccc12	-1.2	5	-0.5	-1.0	-7	-1	1	1	-2	-8
CC(=O)N1CCN(C(=O)c2cc(C)oc2C)CC1	-0.2	0	0.7	-0.1	-4	-2	3	0	11	-5
CC(C)C[C@H](NC(=O)[C@H](Cc1ccccc1)n1c(=O)[nH]c2ccccc2c1=O)C(=O)N1CCC[C@H]1C(=O)O	-1.5	-1	0.0	-1.5	10	4	0	2	5	-4
Cc1ccc(-n2nnnc2SCC(=O)N2CCCCC2)cc1	0.0	-2	-1.3	-1.7	-8	4	3	-1	9	-2
COc1ccc(S(=O)(=O)N2CCN(C(=O)c3oc4ccccc4c3C)CC2)cc1	-0.7	-5	-1.1	1.1	-9	2	-4	2	9	-16
O=C(CCN1CCOCC1)Nc1ccccc1	0.5	-2	0.0	-1.5	-2	0	0	2	-4	11
CC#CCN1C=C(C(=O)OCC)C(C)N(Cc2ccc(Br)cc2)S1(=O)=O (centres undefined)	-0.7	-1	1.5	2.5	1	4	-1	0	-8	-1
CC(=O)c1cccn1S(=O)(=O)c1ccccc1	0.1	1	0.1	-0.2	-10	12	2	-3	16	-8
NS(=O)(=O)c1ccc(NC(=O)COC(=O)c2ccc([N+](=O)[O-])s2)cc1	0.4	28*	2.0	-0.4	-4	10	70*	-2	-43	-5
CCOc1ccccc1NC(=O)NC1(C(=O)NCc2cccnc2)CCCCC1	-0.5	3	0.8	-1.0	-4	27	-1	-3	-2	3
CCC(C)NC(=O)Cc1c(OC)ccc2cc(Br)ccc12 (centres undefined)	-1.0	-5	0.5	0.0	-16	-6	1	4	1	-6
O=C(Oc1ccc2c3c(c(=O)oc2c1)CCCC3)c1cccs1	-0.6	-3	2.4	2.5	-11	0	6	6	6	18*
COc1cccc(C2c3c(oc4ccccc4c3=O)C(=O)N2Cc2ccco2)c1 (centres undefined)	2.7	-5	1.1	-1.3	-5	-1	8	0	3	-1
CNC(=O)COc1ccc(S(=O)(=O)N2CCCC2)cc1	0.1	-2	-0.6	-1.3	14	1	3	-2	5	-11
Cc1ccc(C2CC(=O)NC(SCC(=O)OCc3ccccc3)=C2C#N)o1 (centres undefined)	-1.0	0	0.1	-0.6	-11	4	-7	-2	4	-14

Already shown: 11 of the compounds above.
SMILES	TbMetRS inhib	MsrA act	MsrA inh	LMPTP block	Scp-1 inhibitor	SUMO1-SIM PPI	DNMT1 inh	STEP block	NRP1-CendR mod	eLon inh
COc1ccc(S(=O)(=O)N2CCN(C(=O)c3oc4ccccc4c3C)CC2)cc1	-0.7	-5	-1.1	1.1	-9	2	-4	2	9	-16
O=C(CCN1CCOCC1)Nc1ccccc1	0.5	-2	0.0	-1.5	-2	0	0	2	-4	11
CC#CCN1C=C(C(=O)OCC)C(C)N(Cc2ccc(Br)cc2)S1(=O)=O (centres undefined)	-0.7	-1	1.5	2.5	1	4	-1	0	-8	-1
CC(=O)c1cccn1S(=O)(=O)c1ccccc1	0.1	1	0.1	-0.2	-10	12	2	-3	16	-8
NS(=O)(=O)c1ccc(NC(=O)COC(=O)c2ccc([N+](=O)[O-])s2)cc1	0.4	28*	2.0	-0.4	-4	10	70*	-2	-43	-5
CCOc1ccccc1NC(=O)NC1(C(=O)NCc2cccnc2)CCCCC1	-0.5	3	0.8	-1.0	-4	27	-1	-3	-2	3
CCC(C)NC(=O)Cc1c(OC)ccc2cc(Br)ccc12 (centres undefined)	-1.0	-5	0.5	0.0	-16	-6	1	4	1	-6
O=C(Oc1ccc2c3c(c(=O)oc2c1)CCCC3)c1cccs1	-0.6	-3	2.4	2.5	-11	0	6	6	6	18*
COc1cccc(C2c3c(oc4ccccc4c3=O)C(=O)N2Cc2ccco2)c1 (centres undefined)	2.7	-5	1.1	-1.3	-5	-1	8	0	3	-1
CNC(=O)COc1ccc(S(=O)(=O)N2CCCC2)cc1	0.1	-2	-0.6	-1.3	14	1	3	-2	5	-11
Cc1ccc(C2CC(=O)NC(SCC(=O)OCc3ccccc3)=C2C#N)o1 (centres undefined)	-1.0	0	0.1	-0.6	-11	4	-7	-2	4	-14

Other records.
SMILES	TbMetRS inhib	MsrA act	MsrA inh	LMPTP block	Scp-1 inhibitor	SUMO1-SIM PPI	DNMT1 inh	STEP block	NRP1-CendR mod	eLon inh
O=c1oc2cc(O)ccc2cc1-c1ccc(F)cc1	-0.5	-3	4.2	1.8	-14	27	-12	1	-10	-24
CCOC(=O)c1cccc(NC(=S)NCc2ccc(C)cc2)c1	-0.1	-2	-0.1	1.4	10	13	4	2	-3	2
COc1ccccc1NC(=O)Nc1nc(CC(=O)NC2CCCC2)cs1	-0.5	-5	2.3	0.2	1	6	0	-1	-4	3
O=C(Nc1ccc(N2CCOCC2)c(Cl)c1)c1c(F)c(F)c(F)c(F)c1F	0.1	-1	-0.7	2.1	-6	6	0	-3	8	-9
Cn1cnnc1Sc1ccc(/C=C(\CCC(=O)O)c2nc3ccccc3s2)cc1[N+](=O)[O-]	0.1	-1	3.6	5.3	10	13	-1	1	11	-2
Cc1cc(C(=O)CSc2nnc(-c3cccnc3)n2-c2ccccc2)c(C)n1CC1CCCO1 (centres undefined)	-0.3	-2	0.5	0.1	-7	-1	1	2	6	-3
O=C(O)CCNC(=O)COc1ccc2c3c(c(=O)oc2c1)CCCC3	0.6	-1	0.8	-1.2	-4	0	1	-1	16	-2
CC(=O)c1cc2c(cc1NC(=O)CCc1c(C)nc3ncnn3c1C)OCO2	-0.2	-4	0.6	1.8	-6	-19	-6	-2	6	-11
C[C@H](O)Cc1cc2ccccc2c(=O)o1	-0.2	-1	2.1	-0.3	-4	5	5	-2	17	-10
Cn1c(SCC(=O)N2CCCC2=O)nnc1-c1ccccc1F	-0.5	-1	0.6	-0.1	-5	1	-2	0	-2	-5
COc1ccccc1-c1ccc(NC2CCCC2)nn1	-0.2	-2	0.4	0.9	-10	-4	1	-5	5	-10
CCCCN(C)C(=O)c1coc(=O)c2ccccc12	-0.1	0	0.7	0.5	-3	1	2	-2	8	-12
Cc1cc(C)c(CN2CCN(C(=O)CC[C@H]3O[C@@H](n4cnc5c(NC(=O)c6ccccc6)ncnc54)[C@H](O)[C@@H]3O)CC2)c(C)c1	-0.1	-3	0.5	-0.8	x	-2	-5	-3	-10	11
O=C(O)CCCN1C(=O)c2ccccc2Sc2ncccc21	-0.3	-1	-0.8	-0.6	0	6	-1	-1	-3	5
COc1cccc(OC)c1OCCCN1CCC(Cc2ccccc2)CC1	0.7	-3	-0.7	-4.2	0	1	-2	1	-13	-22
CC(C)c1nnc(SCC(=O)Nc2ccc3c(c2)OCCO3)n1C	-0.5	-2	1.3	-2.0	-2	-2	2	-3	4	1
CC(C)Cn1c(-c2ccco2)n[nH]c1=S	-0.4	5	-1.2	-1.6	-4	-1	0	0	0	-2
CCC(C)c1ccc(S(=O)(=O)N2CCN(c3ccccn3)CC2)cc1 (centres undefined)	-0.4	-1	-0.9	1.1	-2	5	-1	1	13	6
CCOc1cc(N2CCOCC2)c(OCC)cc1NC(=O)Cn1nc(C)c([N+](=O)[O-])c1C	-0.2	-3	0.6	-0.3	-3	6	-1	1	4	-8
C=CCn1c(SCCCCCC)nc(O)cc1=O	-0.1	-8	0.0	-1.9	-7	2	11	-2	0	-11
COc1ccc(-c2nsc(SCC(=O)Nc3ccc4c(c3)OCO4)n2)cc1	-0.1	0	0.2	-0.6	-9	1	4	-1	12	-9
Cc1cccc(N2CCN(C3CCCCC3NS(=O)(=O)c3ccccc3)CC2C)c1 (centres undefined)	0.6	0	x	0.8	-5	3	-1	0	10	3
CC(C)NC(=O)C1(C)CN(S(C)(=O)=O)CC(=O)N1C1CCCCCC1 (centres undefined)	-0.7	x	0.6	-2.6	x	-1	x	x	6	x
COC(=O)[C@@]12C[C@@H](CC(=O)N3CCN(C(=O)C4CC4)CC3)C(=O)N(Cc3cccc4ccccc34)C1=CCC(C)(C)C2	-0.4	x	-1.6	1.4	x	-2	x	x	19	x
CN(C)CCNC(=O)c1cccc(-c2cc(NC=O)c3ncc(-c4cccc(C(F)(F)F)c4)n3c2)c1	-0.4	-3	-0.3	-4.9	x	-144	-16	1	-40	-2
Cc1ccccc1NC(=O)Nc1cccs1	-1.2	-5	-0.2	0.7	1	0	-8	-2	-2	-18
Cc1cc(=O)[nH]c(SCC(=O)NC2CCCCCC2)n1	-0.1	-4	0.8	-1.0	-7	1	5	-1	-6	-10
CCn1c(SCC(=O)Nc2cc(C)on2)nnc1-c1c[nH]c2ccccc12	1.4	-1	-0.9	-0.3	-9	-4	3	-2	6	0
Cc1csc(Sc2ccc([N+](=O)[O-])cc2C(=O)OCC(=O)NC2CCCC(C)C2C)n1 (centres undefined)	-1.0	-11	2.0	-0.8	-3	-9	13	6	1	1
O=C(Oc1ccc(/C=N/NC(=O)c2ccco2)cc1)c1ccccc1	0.7	-6	1.7	1.4	8	-3	28	2	1	-2
Cc1ccccc1OCCC(=O)Nc1cccc(S(=O)(=O)Nc2ccccc2Cl)c1	1.2	-1	0.5	3.5	-12	15	-1	-2	-11	0
COC(=O)Cn1cc(/C=C/[N+](=O)[O-])c2ccccc21	0.1	-3	1.1	-0.5	2	-24	-7	-2	-20	-5
O=C(NNC(=O)C1CCCCC1)c1ccncc1	0.1	2	-1.0	-0.3	-6	-7	0	-1	8	-8
Cc1[nH]n(C(N)=S)c(=O)c1N=Nc1ccc2ccccc2c1	-0.6	-7	1.5	2.4	-1	-14	-7	10	-14	-7
